Bioassay records deposited in PubChem BioAssay by National Center for Advancing Translational Sciences (NCATS).
POLI inh: inhibitors of human DNA polymerase iota; 390,000 compounds, 1% hits; Q9UNA4; Potency, µM (highest dose often 115 µM), for inactives: top-dose activity, negative = inhibition, actives largely listed as inhibitors; Pol iota fluorescent replication assay, 10 min
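Fluorescent replication assay read twice, at 0 min and 10 min after adding 50 nM (final) substrate. Enzyme (10 nM) and compounds were first incubated 15 min at room temperature; enzyme-free buffer wells were negative controls.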
HP1b chromo inh: blocks HP1-beta chromodomain binding to methylated histone tails. P83916. AlphaScreen HP1-beta / biotin-H3K9me3 peptide binding. Potency, µM (series often up to 114 µM), for inactives: at the top dose activity change, negative = inhibition, most hits filed as inhibitors. 390,000 compounds, 0.56% hits. AID 540317; further: nearly all actives have a fitted effect of over 70% in size; inactives centre near 23
Target sequence (P83916 whole entry, looked up): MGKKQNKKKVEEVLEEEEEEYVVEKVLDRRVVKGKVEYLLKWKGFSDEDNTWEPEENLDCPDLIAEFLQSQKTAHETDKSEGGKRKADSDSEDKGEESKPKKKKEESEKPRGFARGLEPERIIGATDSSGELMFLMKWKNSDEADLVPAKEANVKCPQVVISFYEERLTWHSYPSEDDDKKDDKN
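Compound inhibition of the preformed complex between 50 nM HP1-beta and 50 nM biotinylated H3K9me3 peptide was read by AlphaScreen. Buffer was PBS pH 7.4 with 0.01% Tween-20. Incubations ran 30 min at room temperature, with 10 ug/mL donor/acceptor beads.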
GLS inh: inhibitors of human glutaminase (GLS); O94925; GLS enzymatic activity, qHTS titration; Potency, µM (titrated, usually from 45.5 µM), for inactives: top-dose activity change, negative = inhibition, usual class: inhibitors; 410,000 compounds, 0.21% hits; AID 624170; further: on the % scale 0 is the no-effect control and ±100 the full control effect
Target sequence (O94925 whole entry, looked up): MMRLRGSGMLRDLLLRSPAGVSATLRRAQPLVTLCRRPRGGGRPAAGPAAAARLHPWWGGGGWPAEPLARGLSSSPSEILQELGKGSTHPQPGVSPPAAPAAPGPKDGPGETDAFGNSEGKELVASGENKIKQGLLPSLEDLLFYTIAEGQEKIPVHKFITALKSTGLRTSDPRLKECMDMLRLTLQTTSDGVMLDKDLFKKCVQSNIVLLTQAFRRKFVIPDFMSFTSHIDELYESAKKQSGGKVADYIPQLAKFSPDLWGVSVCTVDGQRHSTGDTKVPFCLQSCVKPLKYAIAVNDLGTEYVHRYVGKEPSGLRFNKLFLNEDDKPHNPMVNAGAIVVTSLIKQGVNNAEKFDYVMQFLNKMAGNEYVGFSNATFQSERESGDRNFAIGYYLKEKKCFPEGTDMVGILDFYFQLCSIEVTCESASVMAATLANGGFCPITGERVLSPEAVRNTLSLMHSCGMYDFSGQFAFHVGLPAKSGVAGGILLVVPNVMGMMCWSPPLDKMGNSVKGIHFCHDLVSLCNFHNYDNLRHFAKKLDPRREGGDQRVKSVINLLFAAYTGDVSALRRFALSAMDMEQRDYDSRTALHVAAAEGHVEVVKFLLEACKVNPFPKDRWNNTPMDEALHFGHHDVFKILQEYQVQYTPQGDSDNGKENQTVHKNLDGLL
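hKGA; 45 mM KH2PO4 pH 8.2 + 0.02% Tween-20; cpd via pin tool; 1 mM Gln soln; GluOx/HRP/Amplex Red; RT 30 min; fluor. t0 & final.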
Pin1 inhibitor: human Pin1 inhibition; Q13526; Pin1 FP peptide displacement, HiFluor488, 10 min; Potency, µM (titrated, usually from 115 µM), without a hit: top-dose activity, negative = inhibition, usual class: inhibitors; 390,000 compounds, 0.009% hits; AID 504891; active means well fitted inhibition curve with a large enough effect in the polarisation, with a control signal flat, not every such curve was filed as active; inconclusive means small, poorly fitted or top-dose-only effect, or effect the other way, or a change in a side signal; inactive means no such curve, though single readings can be large or run the other way; the % refers to the polarisation; further: on the % scale 0 is the no-effect control and ±100 the full control effect
Target sequence (Q13526 whole entry, looked up): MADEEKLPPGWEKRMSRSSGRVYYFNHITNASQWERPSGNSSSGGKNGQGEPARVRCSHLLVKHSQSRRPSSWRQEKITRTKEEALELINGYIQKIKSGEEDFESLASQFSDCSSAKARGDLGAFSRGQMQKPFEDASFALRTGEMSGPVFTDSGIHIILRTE
PGK inhibitor: T. brucei PGK inhibition; PGK/GAPDH coupled, Kinase-Glo luminescence, 60 min; Potency, µM (series often up to 57.5 µM), for inactives: at the top dose activity change, negative = inhibition, usual class: inhibitors; 380,000 compounds, 0.043% hits; AID 602233; further: on the % scale 0 is the no-effect control and ±100 the full control effect; nearly all actives have a fitted effect of over 60% in size
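Recombinant glycosomal PGK reaction used 1,3-bisphosphoglycerate generated in-well by GAPDH (100nM final) in 100mM TEA pH 7.6, 5mM MgCl2, 0.01% Tween-20. After 60 minutes at room temperature, ATP was read by Kinase-Glo Plus luminescence end-point.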
BAZ2B inh: blocks human BAZ2B; Q9UIF8; AlphaScreen BAZ2B-H3K14Ac peptide displacement; Potency, µM (doses to about 114 µM), for inactives: top-dose activity change, negative = inhibition, actives largely listed as inhibitors; 360,000 compounds, 4.4% hits; AID 504333; further: on the % scale 0 is the no-effect control and ±100 the full control effect; nearly all actives have a fitted effect of over 60% in size
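Complex of BAZ2B and biotin-H3K14Ac (50 nM apiece) forms over 30 min at RT, then faces library compounds up to 110 uM for another 30 min; AlphaScreen beads added, 20 min dark incubation, luminescence read.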
G9a block: blocks human histone lysine methyltransferase G9a. G9a H3K9 monomethylation, AlphaScreen, 2 h. Potency, µM (top dose mostly 102 µM), for inactives: at the top dose activity, negative = inhibition, usual class: inhibitors. 350,000 compounds, 8.8% hits. AID 504332; further: on the % scale 0 is the no-effect control and ±100 the full control effect; nearly all actives have a fitted effect of over 75% in size
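G9a (20 nM) was preincubated 15 min with compound, then reacted 2 h at room temperature with 500 nM biotin-H3K9 peptide and 20 µM SAM. Monomethyl-H3K9 detected by AlphaScreen using anti-H3K9me1 antibody.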
BLM inh: Bloom syndrome helicase (human) inhibition | Potency, µM (series often up to 56.1 µM), without a hit: top-dose activity change, negative = inhibition, usual class: inhibitors | recombinant BLM DNA unwinding, fluorescence dequenching | 350,000 compounds, 0.2% hits;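 further: plate controls were vehicle for no effect and no enzyme for full effect; nearly all actives have a fitted effect of over 35% in size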
JMJD2A Tudor: blocks the human JMJD2A Tudor domain | O75164 | AlphaScreen JMJD2A-Tudor / H3K4me3 peptide binding | Potency, µM (doses to about 114 µM), for inactives: top-dose activity change, negative = inhibition, usual class: inhibitors | 390,000 compounds, 4.4% hits | AID 504339; further: on the % scale 0 is the no-effect control and ±100 the full control effect; nearly all actives have a fitted effect of over 50% in size
The depositor's hits bear a star; & = joins results of further samples; ! = not confirmed by another sample; [ ] = remark or other dose. Unless noted, the call rests on the fitted dose curve; in most records, active means well fitted curve in the direction sought with a large enough effect; inconclusive means small, poorly fitted or top-dose-only effect, or another doubt; inactive means no such curve, though single readings can be large; an effect the other way counts as inactive or inconclusive. Potency means the concentration at half of the fitted maximal effect. These rows are one share of the data; the hit share may differ from the screen's.

What do the screens show for `Cc1ccc(CNC(=O)COC(=O)c2cc3c(s2)CCC(C)C3)cc1` (stereo unspecified)?
POLI inh: 6%; HP1b chromo inh: 27%; GLS inh: -5%; Pin1 inhibitor: 3%; PGK inhibitor: -8%; BAZ2B inh: -2%; G9a block: 5%; BLM inh: 0%; JMJD2A Tudor: -25%

What do the screens show for `O=c1c2oc3ccccc3c2ncn1Cc1cccc(Cl)c1`?
POLI inh: -22%; HP1b chromo inh: 27%; GLS inh: 10%; Pin1 inhibitor: 3%; PGK inhibitor: -3%; BAZ2B inh: -2%; G9a block: -34%; BLM inh: -10%; JMJD2A Tudor: -5%

What do the screens show for `COc1cc(/C=N/Nc2ccc(F)cc2F)cc(OC)c1O`?
POLI inh: -5%; HP1b chromo inh: inconclusive; GLS inh: 19%; Pin1 inhibitor: 4%; PGK inhibitor: -1%; BAZ2B inh: inconclusive; G9a block: 1.6µM*; BLM inh: -6%; JMJD2A Tudor: 79µM*

What do the screens show for `CC12CCC(C(=O)Nc3ccccc3)(C/C1=N\O)C2(C)C` (stereo unspecified)?
POLI inh: -11%; HP1b chromo inh: 12%; GLS inh: -11%; Pin1 inhibitor: 0%; PGK inhibitor: 0%; BAZ2B inh: -6%; G9a block: 22%[59 µM]; BLM inh: 0%; JMJD2A Tudor: 1%

How did O=C(O)[C@@H]1C[C@H](C(=O)O)N1 do in these assays?
POLI inh: inconclusive; HP1b chromo inh: 17%; Pin1 inhibitor: 0%; G9a block: 12µM*!; BLM inh: 3%; JMJD2A Tudor: 4%

Results for O=c1c2c(-c3cccs3)csc2ncn1-n1cccc1 ?
POLI inh: -2%; HP1b chromo inh: 4%; GLS inh: -4%; Pin1 inhibitor: -7%; PGK inhibitor: -9%; BAZ2B inh: inconclusive; BLM inh: -4%; JMJD2A Tudor: -23%

How did COc1ccc(-c2onc(C)c2C)cc1S(=O)(=O)NC1CCC(C)CC1 (stereo unspecified) do in these assays?
POLI inh: 9%; HP1b chromo inh: 35%; GLS inh: 5%; Pin1 inhibitor: inconclusive; PGK inhibitor: 10%; BAZ2B inh: -12%; G9a block: 6%[59 µM]; BLM inh: -10%; JMJD2A Tudor: -11%

Results for CN(C)S(=O)(=O)c1ccc(Cl)c(NC(=O)COC(=O)CCC(=O)c2cccs2)c1 ?
POLI inh: -6%; HP1b chromo inh: 43%[activator]; GLS inh: -3%; Pin1 inhibitor: -3%; PGK inhibitor: 2%; BAZ2B inh: -16%; G9a block: 6%; BLM inh: 1%; JMJD2A Tudor: -25%

Results for COCC(C)n1c(C)cc(C(=O)COC(=O)c2oc3ccccc3c2C)c1C (stereo unspecified) ?
POLI inh: 8%; HP1b chromo inh: -6%; GLS inh: 9%; Pin1 inhibitor: -1%; PGK inhibitor: 3%; BAZ2B inh: -35%; G9a block: inconclusive; BLM inh: -10%; JMJD2A Tudor: -35%

What do the screens show for `O=C(NCCc1ccc(Cl)cc1)c1ccc(Nc2nc3ccccc3n3nnnc23)cc1`?
POLI inh: 11%; HP1b chromo inh: 24%; GLS inh: -1%; Pin1 inhibitor: 11%; PGK inhibitor: -5%; BAZ2B inh: -2%; G9a block: 6%[59 µM]; BLM inh: 0%; JMJD2A Tudor: 0%

What do the screens show for `CC1CCCCN1C(=S)NC(=O)c1ccco1` (stereo unspecified)?
POLI inh: -6%; HP1b chromo inh: -18%; GLS inh: 11%; Pin1 inhibitor: 0%; PGK inhibitor: 0%; BAZ2B inh: -36%; G9a block: inconclusive; JMJD2A Tudor: -36%

How did COc1cccc(-c2ccc(NC(=O)C3CCCN(CCCn4cccn4)C3)cc2)c1 (stereo unspecified) do in these assays?
POLI inh: 14%; HP1b chromo inh: 7%; GLS inh: 5%; Pin1 inhibitor: 0%; PGK inhibitor: -5%; BAZ2B inh: 1%; G9a block: 69%[activator]; BLM inh: -4%; JMJD2A Tudor: -29%

Results for CC(C)(C)c1nc(NC(=O)Nc2ccccc2)sc1Br ?
POLI inh: -20%; HP1b chromo inh: 61%[activator]; GLS inh: 10%; Pin1 inhibitor: -10%; PGK inhibitor: -10%; BAZ2B inh: -29%; G9a block: inconclusive; BLM inh: -12%; JMJD2A Tudor: 2%

How did O=c1[nH]c2c(c(=O)n1Cc1ccccc1)CCC2 do in these assays?
POLI inh: 9%; HP1b chromo inh: 44%[activator]; GLS inh: -11%; Pin1 inhibitor: 5%; PGK inhibitor: 1%; BAZ2B inh: 10%; G9a block: 76%[activator][12.7 µM]; BLM inh: 0%; JMJD2A Tudor: 6%

How did O=C(COC(=O)c1ccc(O)cc1)Nc1cccc(S(=O)(=O)NC2=NCCC2)c1 do in these assays?
POLI inh: 37%[activator]; HP1b chromo inh: inconclusive; GLS inh: -4%; Pin1 inhibitor: 0%; PGK inhibitor: -4%; BAZ2B inh: 7%; G9a block: 1%[59 µM]; JMJD2A Tudor: -15%

How did O=C(Cn1cc(C(F)(F)F)ccc1=O)Nc1ccc2c(c1)OCCO2 do in these assays?
POLI inh: 38%[activator]; HP1b chromo inh: 16%; GLS inh: -8%; Pin1 inhibitor: 5%; PGK inhibitor: -18%; JMJD2A Tudor: -10%

What do the screens show for `CCCc1nnc(NC(=O)CCC(=O)NC2CC2)s1`?
POLI inh: 10%; HP1b chromo inh: 41%[activator]; GLS inh: 2%; Pin1 inhibitor: 5%; PGK inhibitor: 9%; BAZ2B inh: -16%; G9a block: -2%; BLM inh: 0%; JMJD2A Tudor: -5%

What do the screens show for `CCn1c(=O)n(CC)c2cc(S(=O)(=O)N3CCCCC3)c(C)cc21`?
POLI inh: 3%[58.9 µM]; HP1b chromo inh: 23%; GLS inh: -6%; Pin1 inhibitor: 2%; PGK inhibitor: -10%; BAZ2B inh: -3%; G9a block: 13%[12.7 µM]; BLM inh: -2%; JMJD2A Tudor: 1%

How did CC(C)OCCCNC1=C(Cl)C(=O)c2ccccc2C1=O do in these assays?
POLI inh: 49%[activator]; HP1b chromo inh: 35µM*; GLS inh: 3%; Pin1 inhibitor: 2%; PGK inhibitor: -6%; BAZ2B inh: 10µM*; BLM inh: inconclusive; JMJD2A Tudor: 40µM*

Results for Cc1nn(-c2ccccc2)c(Cl)c1C(=O)NCCCCNC(=O)c1c(C)nn(-c2ccccc2)c1Cl ?
POLI inh: 5%; HP1b chromo inh: 20%; GLS inh: 6%; Pin1 inhibitor: 5%; PGK inhibitor: 1%; BAZ2B inh: 3%; G9a block: 0%[12.7 µM]; BLM inh: 1%; JMJD2A Tudor: -10%

How did COc1ccc(-c2ccc(C3C4C=CCC(C)C4C(=O)N3Cc3ccccc3)c(F)c2)cc1OC (stereo unspecified) do in these assays?
POLI inh: 4%; HP1b chromo inh: -20%; Pin1 inhibitor: 13%; BLM inh: -12%; JMJD2A Tudor: -32%

How did Cc1ccc(NC(=S)NC2CCSc3ccccc32)cc1C (stereo unspecified) do in these assays?
POLI inh: -3%; HP1b chromo inh: 31%; GLS inh: 9%; Pin1 inhibitor: inconclusive; PGK inhibitor: 0%; BAZ2B inh: -38%; G9a block: -6%; BLM inh: -6%; JMJD2A Tudor: -24%

What do the screens show for `Cn1c(Oc2ccc(F)cc2)nc2c1c(=O)n(Cc1ccccc1Cl)c(=O)n2C`?
POLI inh: -16%; HP1b chromo inh: 2%; GLS inh: -14%; Pin1 inhibitor: 51%[activator]; PGK inhibitor: 1%; BAZ2B inh: inconclusive; G9a block: inconclusive; BLM inh: -6%; JMJD2A Tudor: -20%

What do the screens show for `COC(=O)c1sc(SC)c(S(=O)(=O)C(C)C)c1N/N=C(\C#N)S(=O)(=O)c1ccccn1`?
POLI inh: -18%[58.9 µM]; HP1b chromo inh: 39%[activator]; GLS inh: 2%; Pin1 inhibitor: -1%; PGK inhibitor: -2%; BAZ2B inh: -3%; G9a block: inconclusive; BLM inh: -1%; JMJD2A Tudor: 2%

How did COc1cccc(CNC(=O)c2cc(S(=O)(=O)N3CCCCC3)c[nH]2)c1 do in these assays?
POLI inh: -22%&-3%; HP1b chromo inh: 12%&41%; GLS inh: -12%&-4%; Pin1 inhibitor: 2%&3%; PGK inhibitor: -6%; BAZ2B inh: -33%&-12%; G9a block: inconclusive; BLM inh: -2%&-1%; JMJD2A Tudor: -19%&-10%

How did COc1ccc(-c2noc(N3CCN(c4cccc(C)c4C)CC3)n2)cc1OC do in these assays?
POLI inh: 10%; HP1b chromo inh: 6%; GLS inh: 0%; Pin1 inhibitor: 59%[activator]; PGK inhibitor: 0%; BAZ2B inh: -1%; G9a block: -1%[59 µM]; BLM inh: -7%; JMJD2A Tudor: -18%

What do the screens show for `Cc1cc(O)cc(=O)n1Cc1ccccc1`?
POLI inh: 45%[activator]; HP1b chromo inh: 47%[activator]; GLS inh: -7%; Pin1 inhibitor: -7%; PGK inhibitor: inactive; JMJD2A Tudor: 0%

What do the screens show for `CC(C(=O)c1ccc(Br)cc1)[n+]1cccc(NC(=O)c2ccccc2)c1` (stereo unspecified)?
POLI inh: 27%; HP1b chromo inh: 15%; GLS inh: -1%; Pin1 inhibitor: -10%; PGK inhibitor: inactive; BAZ2B inh: -6%; G9a block: -22%[59 µM]; BLM inh: 2%; JMJD2A Tudor: -15%

Results for COC(=O)[C@H](Cc1ccccc1)NC(=O)c1cc(COc2c(F)cccc2F)on1 ?
POLI inh: -21%; HP1b chromo inh: 23%; GLS inh: -17%; Pin1 inhibitor: 7%; PGK inhibitor: -9%; BAZ2B inh: 10%; G9a block: 50%[activator]; BLM inh: -9%; JMJD2A Tudor: -24%

How did COc1ccc(NC(=O)CCCc2nc3ccccc3c(=O)[nH]2)cc1Cl do in these assays?
POLI inh: -6%; HP1b chromo inh: 26%; GLS inh: -8%; Pin1 inhibitor: 2%; PGK inhibitor: -2%; JMJD2A Tudor: -10%
